OX1R antag-1: OX1R (human) antagonism | O43613 | OX1R-expressing cells, FRET antagonist read-out | inhibition, % at 6.6 µM | 1.8% of 330,000 active | AID 485270; in the data active means inhibition mostly above about 38%, no sharp cut-off; inactive means mostly below about 40%;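 further: 0% = agonist challenge alone and 100% = reference antagonist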
Target sequence (O43613 whole entry, looked up): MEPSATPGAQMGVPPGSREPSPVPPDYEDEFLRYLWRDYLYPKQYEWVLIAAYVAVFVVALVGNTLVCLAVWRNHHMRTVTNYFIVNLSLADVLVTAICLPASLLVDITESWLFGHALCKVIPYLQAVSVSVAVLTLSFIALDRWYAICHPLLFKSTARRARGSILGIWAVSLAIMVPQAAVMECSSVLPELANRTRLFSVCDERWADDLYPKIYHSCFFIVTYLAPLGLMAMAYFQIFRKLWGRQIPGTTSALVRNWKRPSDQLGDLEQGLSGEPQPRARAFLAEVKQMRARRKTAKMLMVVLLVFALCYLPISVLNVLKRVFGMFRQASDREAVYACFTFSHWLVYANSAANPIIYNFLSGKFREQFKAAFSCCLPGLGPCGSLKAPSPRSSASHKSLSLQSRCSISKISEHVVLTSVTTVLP
OX1R antag-2: antagonists of human orexin 1 receptor | inhibition, % at 5 µM | AID 434989 | O43613 | CHO/OX1R cells, Fluo-8 calcium fluorescence, orexin A | 0.43% of 330,000 active;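 active means inhibition above its plate's threshold, mean inhibition of all tested compounds on the plate plus 3 SD, cut at about 37% in these data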;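 further: 0% = orexin A challenge wells and 100% = SB-334867-A antagonist wells; not every result past the cut was called active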
* marks the source's active call; other numbers are inactive results. An unsorted share of the library; any-hit rate near 2.1%.

Below each compound – OX1R antag-1, OX1R antag-2
> N#CC(C#N)=C(N)CSc1cccc[n+]1[O-]
    3.7, 1.4
> COCCNc1nnc(Cc2ccc(Cl)cc2)c(=O)[nH]1
    4.7, -13.2
> Cc1ccnc(NCn2nnc3ccccc32)c1
    5.2, -14.9
> Cc1ccc2sc(N3CCN(C(=O)C4=COCCO4)CC3)nc2c1C
    31.4, 1.4
> COc1ccc(Nc2oc(-c3ccccc3)nc2C#N)cc1
    18.8, -15.2
> COc1ccc(NC(=O)CN2CCC(NC(=O)C3CCCCC3)CC2)cc1
    7.7, -14.7
> Cc1ccc(Cn2nc(C)c(NC(=O)CSc3nc4c(c(C(F)(F)F)n3)CCc3ccccc3-4)c2C)cc1
    7.3, 3.9
> O=C(c1cc2c(ccc3ccccc32)o1)N1CCN(c2ncc(C(F)(F)F)cc2Cl)CC1
    20.7, -9.6
> c1n[nH]c(SCCCCSc2ncn[nH]2)n1
    2.1, 3.2
> Cc1cc(C)cc(NS(=O)(=O)c2cnc(Cl)c(Cl)c2)c1
    30.1, 52.5*
> Cc1sc2nc(CSCC(=O)Nc3ccc(C(F)(F)F)cc3)[nH]c(=O)c2c1C
    19.8, -12.7
> NS(=O)(=O)c1cccc(NC(=O)CC23CC4CC(C2)CC(CC(=O)Nc2cccc(S(N)(=O)=O)c2)(C4)C3)c1
    0.9, -19.8
> O=C(O)c1ccc(N=C2NC(=O)C(CO)(CO)S2)cc1
    5.1, -17.0
> CCOc1ccc(NC(=O)CSc2nnc(-c3ccccn3)n2C)cc1
    6.0, -28.1
> CCC(=O)c1ccc(OCC(=O)Nc2ccc(N3CCOCC3)cc2N2CCOCC2)cc1
    -7.0, -12.1
> NS(=O)(=O)OCc1ccc(C(F)(F)F)cc1
    5.2, -16.1
> CCOC(=O)Cc1c(C)nc2cc(-c3ccc(C(C)(C)C)cc3)[nH]n2c1=O
    6.0, -4.3
> CC(/C=C/c1cccc([N+](=O)[O-])c1)=N\NC(=O)c1ccncc1
    33.2, -11.4
> CCOc1ccc(S(=O)(=O)Nc2cccc(C(=O)N3CCN(c4cccc(OC)c4)CC3)c2)cc1
    19.0, -23.1
> Cc1ccc(C2=NN(S(C)(=O)=O)C(c3ccc4c(c3)OCO4)C2)cc1 (centres undefined)
    10.8, -8.8
> Nc1ccn(-c2ccc(Cl)cc2)c(=O)c1
    9.5, -3.4
> Cc1ccccc1NC(=O)CSc1ccncc1
    6.9, -28.1
> COC(=O)c1nn(-c2ccccc2)c(Cl)c1/C=N/OC(=O)c1ccc(Cl)c(Cl)c1
    0.8, -11.8
> O=C(COc1ccc(S(=O)(=O)NC2CCCCC2)cc1)NCCC1=CCCCC1
    19.0, -15.7
> Cc1cccc(OCC(=O)N(Cc2ccco2)C2CCS(=O)(=O)C2)c1C (centres undefined)
    14.6, -35.7
> CCOc1cc(/C=N/n2c(COc3ccccc3)n[nH]c2=S)ccc1O
    6.8, -29.7
> Cc1c(C(=O)Nc2ccc(-c3nnc4n3CCCCC4)cc2)oc2c1ccc1ccccc12
    14.8, -31.6
> CC(=O)N[C@@H](Cc1c[nH]c2ccccc12)C(=O)OCc1ccc(C#N)cc1
    9.4, -2.0
> O=C1COC(c2ccccc2)C2CCCCN12 (centres undefined)
    17.3, 8.3
> Cn1c(N)c(C(=O)COC(=O)CCCc2nc3ccccc3s2)c(=O)n(C)c1=O
    20.7, -24.2
> Cn1cc(S(=O)(=O)N2CCN(c3cccc(C(F)(F)F)c3)CC2)c(=O)n(C)c1=O
    0.3, -6.6
> COCCCNC(=O)c1nc2ccccc2c(=O)n1NC(=O)Nc1c(Cl)cccc1Cl
    1.5, -14.7
> COC(=O)C1=C(C)NC(C)=C(C(=O)OC)C1C(=O)OCC(=O)c1ccc(F)cc1
    2.7, -8.2
> Cc1nc2ccc(NC(=O)c3cc(Cl)ccn3)cc2s1
    39.8, -16.9
> CCCc1nnc(SCC(=O)N2CCCCC2C)n1CC (centres undefined)
    5.6, -9.1
> COC(=O)c1sccc1-n1cc(C#N)c(=O)n(C)c1=O
    7.4, 1.6
> Cc1ccc(CCNC(=O)CSCc2ccc(F)cc2)cc1
    10.7, -12.4
> O=C(COc1ccccc1)NCC(=O)N/N=C/c1ccco1
    8.1, -3.8
> Cc1ccccc1NS(=O)(=O)c1ccc(Cl)cc1
    6.6, -25.8
> Cn1c(CCC(=O)Nc2ccc(N3CCOCC3)cc2)nc(=O)c2ccccc21
    19.6, -47.1
> O=C(NCCC1=CCCCC1)C(=O)NCC1OCCCN1S(=O)(=O)c1ccc(F)cc1 (centres undefined)
    34.8, -101.1
> O=C(COC(=O)C1CCC(=O)N1)Nc1ccccc1OC(F)F (centres undefined)
    3.0, 6.5
> Cc1oc(-c2ccccc2F)nc1CSCC(=O)NC1CC1
    17.2, -2.7
> Cc1ccc(-n2nnnc2SC(C)C(=O)NCC(=O)Nc2ccc(F)c(F)c2F)c(C)c1 (centres undefined)
    9.5, -7.6
> CCOC(=O)N1CCN(C(=O)COC(=O)CSc2cc(C)c(Br)cc2C)CC1
    10.7, -6.2
> Oc1ccc(N=Nc2ccccc2C(F)(F)F)c2cccnc12
    -9.2, 12.2
> COC(=O)C(Cc1ccc(O)cc1)NC(=O)CCc1nc2ccccc2s1 (centres undefined)
    14.2, -7.1
> Cc1n[nH]c(=O)nc1NCC1CCCO1 (centres undefined)
    23.3, 2.9
> O=C(NC1CCCc2ccccc21)c1cccc(S(=O)(=O)N2CCOCC2)c1 (centres undefined)
    10.6, -24.1
> COC(=O)c1oc2ccccc2c1NC(=O)c1ccccc1O
    45.8, -17.7
> CCOC(=O)c1ccccc1NC(=O)CC1SC(=NC)N(C)C1=O (centres undefined)
    17.4, -19.9
> Cc1cc(C(=O)Nc2cccc3ccccc23)c(C)o1
    9.6, -8.0
> CCn1c2ccccc2c2cc(N=C3SC(CC(=O)Nc4ccccc4OC)C(=O)N3CCOC)ccc21 (centres undefined)
    77.2*, 57.9*
> N#Cc1ccc(OCC(=O)NCCc2ccccn2)cc1
    5.6, -6.0
> CCCCc1nc(N2CCOCC2)c(C#N)c2c1CCCC2
    21.6, -19.2
> CCOc1ccccc1NC(=O)CSc1nnc(CNC(=O)c2ccccc2F)o1
    11.3, -32.7
> O=C(O)c1cn(-c2ccccc2)nc1-c1ccncc1
    24.5, -12.9
> COc1ccc(-c2c[n+](CC(=O)N3c4ccccc4Sc4ccccc43)c3n2CCC3)cc1
    5.9, -21.7
> CCCC(NS(=O)(=O)c1ccc(-c2ccc(=O)[nH]n2)s1)c1cccs1 (centres undefined)
    3.4, -0.1
> O=C(NC1CCCC1)C1CCC(=O)N1C1CCCCC1 (centres undefined)
    20.0, -8.6

Overlap with the part before: four entries, then new ones.
canonical_smiles | OX1R antag-1 | OX1R antag-2
O=C(O)c1cn(-c2ccccc2)nc1-c1ccncc1 | 24.5 | -12.9
COc1ccc(-c2c[n+](CC(=O)N3c4ccccc4Sc4ccccc43)c3n2CCC3)cc1 | 5.9 | -21.7
CCCC(NS(=O)(=O)c1ccc(-c2ccc(=O)[nH]n2)s1)c1cccs1 (centres undefined) | 3.4 | -0.1
O=C(NC1CCCC1)C1CCC(=O)N1C1CCCCC1 (centres undefined) | 20.0 | -8.6
Cc1c(Cl)cccc1N(CC(=O)O)S(C)(=O)=O | 10.7 | 1.0
COc1ccc(Br)cc1CN(C)C(=O)c1ccc2c(c1)NC(=O)C(C)S2 (centres undefined) | 9.8 | -37.9
O=C(N/N=C\c1ccc(F)cc1)c1ccc(F)cc1 | -4.5 | -4.0
c1ccc(CNc2c3ccccc3nc3ccccc23)cc1 | 4.5 | -23.4
O=c1[nH]c2ccc(NC(=S)Nc3ccccc3Cl)cc2[nH]1 | 11.5 | 2.7
O=C(CSc1nnnn1C1CCCCC1)N1c2ccccc2Sc2ccccc21 | 13.9 | -25.5
CC1CC(C)CN(S(=O)(=O)c2ccc(C(=O)NCc3ccc4c(c3)OCO4)cc2)C1 (centres undefined) | 2.6 | -16.9
CSCCC(NS(=O)(=O)c1ccc(C)cc1)C(=O)NC1CCCCC1 (centres undefined) | 21.4 | -6.4
Nc1nnc(Cc2ccc(Cl)cc2Cl)s1 | 17.5 | 2.5
COc1ccc(-c2csc(N)n2)cc1 | 1.3 | -5.6
CSc1cccc(NC(=O)C2CC(=O)N(Cc3ccccc3)C2)c1 (centres undefined) | 13.0 | -17.1
COc1ccc(CCNC(=O)C(=O)NCC2OCCN2S(=O)(=O)c2ccc3c(c2)OCCO3)cc1 (centres undefined) | 23.8 | -4.6
COc1ccc2c(c1)C1NC(=S)N[C@@](C)(O2)C1C(=O)Nc1ccccc1 (some centres undefined) | 5.1 | -14.2
O=C(Nc1ccccc1)N1CCOCC1 | 7.2 | -14.3
O=C(CSc1nnc(C2CC2)n1Cc1ccccc1)N1CCNC1=O | 8.3 | -9.3
CCOCC(=O)Nc1nc2c(s1)C(=O)CC(C)(C)C2 | 10.8 | -7.4
CCC(C)Sc1ccc([C@H]2N[C@@](C)(C(=O)OC)[C@H]3C(=O)N(CC)C(=O)[C@@H]23)cc1 (some centres undefined) | 26.9 | -28.0
CCOc1ccc(Nc2nc3cc(S(=O)(=O)N(CC)CC)ccc3o2)cc1 | 22.3 | -28.6
O=S(=O)(c1ccc(NC(=S)NCc2ccncc2)cc1)N1CCCCC1 | -2.2 | -9.4
CCC(=O)N1CCN(c2ccccc2NC(=O)COc2cc(C)ccc2C(C)C)CC1 | 0.9 | -22.8
Nc1cc(Nc2ccccc2)ccn1 | 7.7 | 13.3
Cc1cc(NC(=O)c2cc(-c3cccc(OCC(C)C)c3)nc3ccccc23)no1 | -4.5 | -35.5
NC(=O)NC(Cc1ccccc1)C(=O)N1CCN(S(=O)(=O)c2ccc(Cl)cc2)CC1 (centres undefined) | 6.7 | -20.4
CCOC(=O)C1CCCN(S(=O)(=O)c2cc3c4c(c2)CCC(=O)N4CCC3)C1 (centres undefined) | 8.1 | -28.9

Profiles, quoted from the list:
Cc1cc(NC(=O)c2cc(-c3cccc(OCC(C)C)c3)nc3ccccc23)no1 across the screens: OX1R antag-1: -4.5; OX1R antag-2: -35.5
O=S(=O)(c1ccc(NC(=S)NCc2ccncc2)cc1)N1CCCCC1 across the screens: OX1R antag-1: -2.2; OX1R antag-2: -9.4

(listing goes on)
canonical_smiles | OX1R antag-1 | OX1R antag-2
COCCN(C(=O)COC(=O)c1cc2c(s1)CCCC2)c1c(N)n(Cc2ccccc2)c(=O)[nH]c1=O | 12.7 | -26.2
CCOc1ccc(S(=O)(=O)N2CCC(C(=O)NCCN3CCOCC3)CC2)cc1C | 9.0 | -13.1
O=C(c1ccc(N2CCN(C(=O)c3ccc(F)cc3F)CC2)cc1)c1cccc(F)c1 | 29.9 | 19.7
CC1(c2ccc(OC(F)F)cc2)NC(=O)N(CC(=O)c2ccc3c(c2)OCO3)C1=O (centres undefined) | 9.3 | -14.3
Cn1c(=O)oc2cc(S(=O)(=O)N3CCN(c4ccc(F)cc4)CC3)ccc21 | 23.2 | -10.7
Cn1c(SCC(=O)Nc2ccc(Cl)cc2F)nnc1-c1ccco1 | 4.4 | -39.5
Cc1cc(NC(=O)CSc2nc(-c3ccc(F)cc3)cs2)no1 | 5.9 | 2.1
O=C(NCC1CCCO1)c1ccc(COCC(F)(F)C(F)F)cc1 (centres undefined) | 9.7 | -5.7

An excerpt of the results above:
canonical_smiles | OX1R antag-1 | OX1R antag-2
O=C(COc1ccc(S(=O)(=O)NC2CCCCC2)cc1)NCCC1=CCCCC1 | 19.0 | -15.7
Cc1cccc(OCC(=O)N(Cc2ccco2)C2CCS(=O)(=O)C2)c1C (centres undefined) | 14.6 | -35.7

(more compounds)
canonical_smiles | OX1R antag-1 | OX1R antag-2
COc1ccc(S(=O)(=O)N2CCCCCC2)cc1C(=O)N(C)Cc1ccc(Cl)cc1Cl | 18.3 | -31.0
C=CCn1c(O)c(N=NC(=S)Nc2ccccc2F)c2ccccc21 | 19.1 | 8.3
Cc1ccc(C(=O)N/C(=C\c2cccs2)C(=O)NCc2cccnc2)cc1 | 16.8 | 3.3
COc1cccc(/C=C/c2nc3c(cnn3-c3ccccc3)c(=O)[nH]2)c1 | 12.1 | 19.9
O=C(CS(=O)(=O)Cc1ccccc1)Nc1ncccn1 | 33.4 | 1.3
O=S(=O)(NC(=S)c1ccccc1)c1ccc(F)cc1 | 10.3 | -12.3
Cc1ccc(NC(=O)Cn2c(=O)oc3ccccc32)cc1 | 11.0 | 4.5
COc1ccc2oc(=O)c(C(=O)Oc3ccc(NC(C)=O)cc3)cc2c1 | 36.1 | -4.9
CCOC(=O)CC1C(=O)NCCN1C(=O)c1ccc(F)cc1F (centres undefined) | 6.5 | -16.2
Cc1ccc(C(=O)NNC(=O)CCC(=O)Nc2cc(C)on2)cc1 | 14.9 | -11.3
COc1ccc(-n2cc(-c3ccccc3)c3c(N4CCOCC4)ncnc32)cc1 | 19.1 | -31.3
CCCc1[nH]n(-c2nc3ccccc3s2)c(=O)c1C=NCC(C)C | 0.9 | -31.2
CC1=C(C(=O)OC(C)C)C(C2CC=CCC2)NC(=O)N1 (centres undefined) | 10.9 | -16.2
Cc1cnc(C(=O)NNC(=O)c2ccc(Br)cc2)cn1 | 9.4 | 5.8
COc1ccccc1NC(=O)CSc1nnc(CC(=O)Nc2ccccc2C)n1C | 2.8 | -14.3
CCOc1cc(C=O)ccc1OCCCN1C(=O)NC(C)(C)C1=O | 9.0 | -2.5
